PHOSPHO1 inh = blocks human PHOSPHO1 phosphatase activity; AID 1565; hit rate 1.1% among 290,000; inhibition, % at 13.3 µM; recombinant PHOSPHO1, absorbance phosphatase assay; Q8TCT1; in the data active means inhibition above about 60%
NS3 helicase inh = HCV NS3 helicase inhibition; NS3 helicase DNA unwinding, Cy5 molecular beacon fluorescence; inhibition, % at 10.9 µM; hit rate 0.56% among 290,000;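 active means inhibition above the mean of all tested compounds plus 3 SD, set per campaign, cut at about 35% in these data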;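 further: 0% = DMSO wells and 100% = thioflavine S control wells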
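Test system: hepatitis C virus NS3 helicase domain fragment enzyme. Also added: annealed dual-labelled DNA beacon duplex, ATP-started. Timing: 60 min unwinding reaction at 25 °C after ATP addition. Technique: Cy5 fluorescence. Measure: % inhibition of unwinding.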
GalR3 antag = human GalR3 antagonism. O60755. HEK293 GalR3-CNG cAMP membrane potential fluorescence; galR3 body fused to GalR1 C-terminus. inhibition, % at 3 µM. hit rate 0.44% among 360,000. AID 651719;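 active means inhibition above the screen-wide average plus 3 SD, cut at about 13% in these data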;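 further: forskolin and galanin both at EC90 stimulate the cells; cAMP rise reported by CNG channel membrane potential dye signal; 0% = forskolin plus galanin with DMSO and 100% = forskolin alone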
Target sequence (O60755 1-299 limits assumed): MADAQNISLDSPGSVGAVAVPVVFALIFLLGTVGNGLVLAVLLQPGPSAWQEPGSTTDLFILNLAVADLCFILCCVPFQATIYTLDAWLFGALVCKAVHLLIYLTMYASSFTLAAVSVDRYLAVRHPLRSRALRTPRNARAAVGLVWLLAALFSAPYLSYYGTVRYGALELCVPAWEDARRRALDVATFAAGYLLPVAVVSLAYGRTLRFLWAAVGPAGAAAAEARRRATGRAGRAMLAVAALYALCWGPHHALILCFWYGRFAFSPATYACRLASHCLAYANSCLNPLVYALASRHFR
GPR7 antag = blocks human GPR7 receptor signaling | GPR7-expressing cells, fluorescence antagonist assay | inhibition, % at 4.4 µM | hit rate 1.1% among 290,000 | AID 1861; in the data active means inhibition above about 16%, passing the limit was not always enough;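 further: cells stimulated with the agonist NPW; 0% = agonist with vehicle and 100% = vehicle without agonist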
IMP-1 inhibitor = blocks Pseudomonas aeruginosa IMP-1 metallo-beta-lactamase; AID 1556; purified IMP-1, nitrocefin hydrolysis, epi-absorbance fluorescence; inhibition, % at 5.6 µM; hit rate 0.45% among 290,000;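 active means inhibition above the mean plus 3 SD of all compounds in the same screening run, cut at about 4.5% in these data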;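 further: 0% = IMP-1 with DMSO and 100% = DMSO wells lacking enzyme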
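system = purified recombinant IMP-1 beta-lactamase | amount = 0.2 nM IMP-1, as dispensed | medium = HEPES buffer pH 7.1 with ZnSO4 and Brij 35 | times = 25 °C, 15 min preincubation, 25 min reaction | detection = plate fluorescence quenching by hydrolysis product, ex 480/em 530 nm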
OXTR ag = activates the human oxytocin receptor; P30559; CHO-OTR cells, Fluo-8 calcium fluorescence; normalized: DMSO 0%, oxytocin 100%; activation, % at 3 µM; hit rate 0.32% among 320,000;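 active means activation above the mean of all tested compounds plus 3 SD, cutoff set per screening run, cut at about 20% in these data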;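 further: peak over basal fluorescence ratio from a 100 s FLIPR kinetic read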
VIM-2 inh = blocks Pseudomonas aeruginosa VIM-2 metallo-beta-lactamase; purified VIM-2, nitrocefin hydrolysis, epi-absorbance fluorescence; AID 1527; inhibition, % at 5.6 µM; hit rate 0.89% among 290,000;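 active means inhibition above the mean of all tested compounds plus 3 SD, cutoff set per screening run, cut at about 7.5% in these data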;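 further: red hydrolysis product quenches plate fluorescence so inhibitors raise well fluorescence; 0% = enzyme with DMSO and 100% = DMSO without enzyme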
FID counter = displaces DNA intercalator in HCV helicase counter-screen | DNA fluorescent intercalator displacement, fluorescence | inhibition, % at 7.9 µM | hit rate 0.17% among 290,000 | AID 1845; in the data active means inhibition above about 37%;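 further: 0% = vehicle and 100% = reference compound; higher means more ethidium bromide displaced from hairpin DNA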
V1R ag counter = activates human V1a receptor in oxytocin agonist counter-screen; hit rate 0.25% among 320,000; AID 2797; activation, % at 3 µM; CHO-V1R cells, Fluo-8 calcium fluorescence, agonist mode; 0% DMSO, 100% 3 nM vasopressin;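 active means activation above the mean activation of all tested compounds plus 3 SD, per screening run, cut at about 20% in these data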;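 further: signal is peak over basal fluorescence ratio across a 100 second FLIPR read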
Target sequence (P37288 whole entry, looked up): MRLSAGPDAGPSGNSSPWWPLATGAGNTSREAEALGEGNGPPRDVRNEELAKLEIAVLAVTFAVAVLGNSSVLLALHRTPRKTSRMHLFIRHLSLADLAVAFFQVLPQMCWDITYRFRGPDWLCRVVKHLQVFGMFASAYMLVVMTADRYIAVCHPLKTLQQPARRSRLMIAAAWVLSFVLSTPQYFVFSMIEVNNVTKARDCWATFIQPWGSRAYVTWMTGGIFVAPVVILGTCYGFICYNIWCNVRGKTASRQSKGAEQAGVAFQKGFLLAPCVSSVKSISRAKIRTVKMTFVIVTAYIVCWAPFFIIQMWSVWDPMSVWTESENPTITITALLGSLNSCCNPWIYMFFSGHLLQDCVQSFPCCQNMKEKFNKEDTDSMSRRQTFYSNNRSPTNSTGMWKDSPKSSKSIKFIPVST
Active calls of the source: *; / = not tested or not shown.

SMILES	PHOSPHO1 inh	NS3 helicase inh	GalR3 antag	GPR7 antag	IMP-1 inhibitor	OXTR ag	VIM-2 inh	FID counter	V1R ag counter
COc1ccccc1C(=O)NCCc1c(C)[nH]c2c(C)ccc(F)c12	16	14	-8	-6	-1.5	-1.4	1.7	-10	-1.3
C=CCN1C(=O)C(C(C)CC)NC1=S (stereo unspecified)	-12	-3	-4	-3	-1.9	-0.2	-1.4	-2	0.2
CCc1ccc(OCC(=O)N(C)C2CCS(=O)(=O)C2)cc1 (stereo unspecified)	-27	6	3	-2	-1.0	0.6	-3.2	-5	0.8
CCc1cccc(C)c1NC(=O)c1ccc2c(c1)CCN2S(C)(=O)=O	26	3	-10	5	-1.4	3.8	0.1	-9	4.1
CCN(CCn1cccn1)C(=O)CCc1nnc(C2(c3ccc(Cl)cc3)CCC2)o1	40	7	0	0	-2.4	-0.5	-2.3	-33	-0.3
CC(C)[C@H](NC(=O)c1ccco1)C(=O)OCC(=O)c1ccc2c(c1)NC(=O)CO2	34	10	-2	-10	-1.3	-0.2	-3.5	-13	0.7
O=C(O)C1Nc2c(O)cccc2C2C=CCC12 (stereo unspecified)	-6	58*	-2	7	-1.7	0.4	12*	0	0.5
Cc1cc(C(F)(F)F)n(-c2nc(C(=O)NNS(=O)(=O)c3ccccc3)cs2)n1	14	0	-3	-9	-2.5	-1.8	-4.1	-16	-0.5
CCOC(=O)C(Cc1ccc(OC)c([N+](=O)[O-])c1)NC(=O)CCC(=O)Nc1ccc(OC)cc1 (stereo unspecified)	45	-6	-5	3	-1.7	-1.2	-2.0	-16	0.9
Cc1c(C(=O)NCc2ccco2)sc2nc(-c3ccccc3)cn12	-4	13	/	1	-2.5	5.1	-3.8	-19	3.1
Cn1ccnc1SCC(=O)c1ccc(OC(F)F)cc1	26	0	-6	-6	-3.3	-0.1	-2.5	-4	0.1
COC(=O)c1cc(C)sc1NC(=O)CCc1ccccc1	51	9	-7	-14	-5.4	-2.4	-2.4	-16	0.4
COc1cc2c(cc1OC)C(c1cc3ccc(C)cc3[nH]c1=O)N(C(=O)c1ccco1)CC2 (stereo unspecified)	11	-12	-7	0	-5.0	3.9	-5.2	-44	3.5
COc1ccc(NS(=O)(=O)c2ccc3c(c2)oc(=O)n3C)c(OC)c1	-12	-4	0	-1	-2.1	1.9	-1.2	-2	1.5
O=C(CSCc1cc(=O)n2ccsc2n1)Nc1ccc(F)cc1	28	-4	-8	-8	-1.1	0.4	-5.5	-3	0.3
COc1ccc(N/C=C/C(=O)c2ccc(OC)c(OC)c2)cc1	-5	-9	-6	3	-0.5	-1.9	1.3	-17	0.4
CCOC(=O)CCNC(=O)Nc1cc2nc(C)n(Cc3cccc(Cl)c3)c2nc1C	31	-1	-8	-9	-1.5	0.0	-1.8	-32	0.2
CCN(CC)CCOC(=O)c1ccc(Cl)cc1Cl	23	-2	-4	-6	-1.7	0.6	-0.3	1	0.5
CC1CCCCC1NC(=O)CN1C(=O)c2cccc(N)c2C1=O (stereo unspecified)	33	-9	4	-7	1.1	/	-1.3	3	/
NCCOc1ccc(C2CCCCC2)cc1	-10	-31	-4	20	-2.0	9.1	-1.4	24	6.5

Part of the list above, limited to OXTR ag.
| structure | OXTR ag |
| --- | --- |
| CCOC(=O)CCNC(=O)Nc1cc2nc(C)n(Cc3cccc(Cl)c3)c2nc1C | 0.0 |
| CCN(CC)CCOC(=O)c1ccc(Cl)cc1Cl | 0.6 |

Going on with the list.
SMILES	PHOSPHO1 inh	NS3 helicase inh	GalR3 antag	GPR7 antag	IMP-1 inhibitor	OXTR ag	VIM-2 inh	FID counter	V1R ag counter
O=C(O)CCCNS(=O)(=O)/C=C/c1ccccc1	-27	6	-5	4	-1.6	-0.3	-1.1	-1	0.8
Cc1ccc(-c2csc(NC(=O)CSc3nc4ccccc4[nH]3)n2)cc1	-6	-4	-4	-1	-2.1	/	-1.6	-7	/
O=C(O)Cn1c(Cc2ccccc2)nc2ccccc21	34	16	-11	22	-0.2	0.0	1.0	-3	2.0
CCn1nnnc1-c1ccc(OC)c(S(=O)(=O)N2CCCCC2)c1	-8	-12	-1	-6	-1.5	-0.6	-1.6	-8	0.0
CCOC(=O)c1c(-c2ccccc2)c(C(C)=O)c(=O)n(C)c1C	-9	/	-1	/	/	-0.2	/	/	-0.6
Cc1ccc(-c2cc(=O)c3cc(F)ccc3[nH]2)cc1	4	5	-2	7	-3.1	-1.5	-2.3	1	0.0
CC1CCCC(C)N1CCNC(=O)Cn1nc(-c2ccccc2)ccc1=O (stereo unspecified)	42	-3	-2	-7	1.8	0.2	-1.5	2	0.5
COc1cccc(C(CC(=O)NCC2CCCO2)NS(=O)(=O)c2ccc(C)cc2)c1OC (stereo unspecified)	16	-7	-2	7	-3.9	/	-2.1	-16	/
COc1ccc(C(=O)/C=C/c2ccc(OC)c(Cn3nnc4ccccc43)c2)cc1	-8	-17	-1	8	-3.1	3.1	-3.4	-19	3.5
COc1ccc(CCNS(=O)(=O)c2ccc(Br)s2)cc1	15	-5	-1	-3	-2.7	-0.6	-1.4	-20	2.5
O=C(NNC(=O)C1CCN(S(=O)(=O)c2cccc(C(F)(F)F)c2)CC1)C1CC1	26	-4	-9	4	-1.0	0.7	-2.3	-2	-0.4
O=C(Cc1cccs1)Nc1ccc2c(c1)C(=O)OC2	32	1	-5	2	-1.6	1.9	-1.1	1	1.3
Cn1c(=O)c2c(nc(Sc3ncccn3)n2Cc2ccccc2Cl)n(C)c1=O	21	-11	-6	-2	-2.7	0.1	-1.5	-14	1.5
COc1ccc(CCNC(=O)CO/N=C/c2cc3c(cc2Br)OCO3)cc1OC	-16	-3	-6	6	-3.8	-0.6	-0.6	-32	-0.8
Cc1ccc(CS(=O)(=O)CCC(=O)NCCC2=CCCCC2)cc1	4	-8	-2	-21	-3.3	-2.3	-2.1	-5	-1.0
O=C(CCCCCNc1nc(=S)[nH]c2ccccc12)N1CCN(c2ccccn2)CC1	50	1	-5	-13	-5.4	4.6	-5.0	-3	3.5
Cc1nc(COc2ccccc2Cl)sc1-c1ccnc(N)n1	32	-9	-3	-9	-1.3	-0.9	-0.9	-11	0.6
O=S(=O)(Nc1ccncc1Cl)c1cccc(Cl)c1Cl	-8	-3	-3	-16	-3.3	0.9	-1.8	-5	0.3
CC(O)[C@H]1CNC(=O)C(=O)N1CCc1cc(C(F)(F)F)cc(C(F)(F)F)c1 (stereo partly specified)	18	/	-3	/	/	0.5	/	/	0.8
CCCc1ccc2oc(C(=O)N3CCC(O)CC3)c(C)c2c1	15	-13	-6	1	-0.2	0.5	-0.4	-32	1.9
COc1cccc(C(=O)OCCN2CCOCC2)c1	48	-1	-4	-9	-2.7	0.7	-1.2	-4	0.5
Cc1ccc(C)c(-c2cc(C(=O)NN3CCOCC3)c3ccccc3n2)c1	38	12	-2	-2	-2.7	0.8	-3.4	-12	0.8
CC1CCN(C(=O)Cn2cc(S(=O)(=O)CC(=O)N3CCOCC3)c3ccccc32)CC1	-1	2	-1	-19	-1.1	0.0	-0.2	-22	-0.7
COC(=O)c1ccc2c(c1)C(=O)/C(=C/c1ccc(C)cc1)O2	-9	1	-9	-7	-2.1	-0.8	-5.2	6	-0.1
COc1cc([N+](=O)[O-])cc(/C=N/NC(=O)c2ccc(C)nc2)c1O	-9	-2	1	-8	-2.5	0.1	-2.2	-5	-0.6
COc1cc(OC)nc(Oc2ccccc2C(=O)Oc2cccc(C)c2)n1	55	-5	-2	-17	-2.2	-0.5	-2.6	-24	-0.3
COc1ccc(/C=N\NC(=O)CNC(=O)C2COc3ccccc3O2)cc1[N+](=O)[O-] (stereo unspecified)	14	1	8	0	0.1	0.4	1.9	-1	4.9
Cc1cccc(N(CC(=O)NC2CCCCC2)C(=O)CCC(=O)Nc2nccs2)c1	-4	-2	-7	-6	-1.0	-0.3	-1.6	-38	0.5
CC1(c2ccc3noc(-c4cccc(F)c4)c3c2)OCCO1	33	0	0	-11	-2.8	-1.8	-1.6	-5	0.6
COc1ccc(S(=O)(=O)N2CCOC2CNC(=O)C(=O)NCCc2ccc(S(N)(=O)=O)cc2)cc1 (stereo unspecified)	31	2	/	-4	-2.0	0.5	-2.7	-16	0.0

In the list so far, eight have fluorine.
SMILES	PHOSPHO1 inh	NS3 helicase inh	GalR3 antag	GPR7 antag	IMP-1 inhibitor	OXTR ag	VIM-2 inh	FID counter	V1R ag counter
COc1ccccc1C(=O)NCCc1c(C)[nH]c2c(C)ccc(F)c12	16	14	-8	-6	-1.5	-1.4	1.7	-10	-1.3
Cc1cc(C(F)(F)F)n(-c2nc(C(=O)NNS(=O)(=O)c3ccccc3)cs2)n1	14	0	-3	-9	-2.5	-1.8	-4.1	-16	-0.5
Cn1ccnc1SCC(=O)c1ccc(OC(F)F)cc1	26	0	-6	-6	-3.3	-0.1	-2.5	-4	0.1
O=C(CSCc1cc(=O)n2ccsc2n1)Nc1ccc(F)cc1	28	-4	-8	-8	-1.1	0.4	-5.5	-3	0.3
Cc1ccc(-c2cc(=O)c3cc(F)ccc3[nH]2)cc1	4	5	-2	7	-3.1	-1.5	-2.3	1	0.0
O=C(NNC(=O)C1CCN(S(=O)(=O)c2cccc(C(F)(F)F)c2)CC1)C1CC1	26	-4	-9	4	-1.0	0.7	-2.3	-2	-0.4
CC(O)[C@H]1CNC(=O)C(=O)N1CCc1cc(C(F)(F)F)cc(C(F)(F)F)c1 (stereo partly specified)	18	/	-3	/	/	0.5	/	/	0.8
CC1(c2ccc3noc(-c4cccc(F)c4)c3c2)OCCO1	33	0	0	-11	-2.8	-1.8	-1.6	-5	0.6
